Screening data as filed in PubChem BioAssay.
PAX8 reporter = PAX8 transcriptional activity inhibition; RMG-I TPO-luciferase reporter, SteadyGlo, 24 h; inhibition, % at 12.6 µM; 1.2% of 360,000 active; AID 652154;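 active means mean replicate inhibition at least 60% with every replicate also reaching 60%; inconclusive means only one of the two criteria is met; inactive means mean below 60% and not all replicates reaching 60%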;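 further: luciferase light reporting Pax8 driven TPO promoter activity; plate controls were median of neutral control wells for no effect and mitoxantrone controls for full effect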
CFTR F508del cor = CFTR F508del correction in bronchial cells | CFBE cells, YFP halide quenching; stimulated with forskolin plus potentiator P3; % fluorescence drop versus neutral controls | activity (quench increase), % at 7.58 µM | 0.36% of 350,000 active | AID 720511;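 active means mean added fluorescence quench of at least 8% versus neutral control, with both replicates also reaching 8%; inconclusive means only one of the mean or replicate conditions met; inactive means mean below 8% and not both replicates reaching 8%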;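 further: cells transiently co-express mutant CFTR-F508del with the halide-sensitive YFP; corrector assay measuring rescue of mutant channel to the surface after 24 h compound exposure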
FN deposition inh = fibronectin deposition inhibition; inhibition, % at 12.6 µM; AH1F fibroblasts, Alexa488-fibronectin deposition fluorescence, overnight; 0.086% of 350,000 active;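 active means mean inhibition across replicates of 30% or more, regardless of how many single replicates reach that level; inconclusive means mean under 30% yet at least half of replicates reach 30%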;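 further: positive control wells lacked labelled fibronectin entirely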
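Material: AH1F fibroblast monolayer depositing Alexa488-labelled fibronectin into matrix / Amount: 10000 AH1F cells per well / Signal: fluorescence 485/525 nm / Medium: DMEM, 2% serum / Compound: single dose, pinned / Incubation: 1 h cell adhesion before compound, then overnight fibronectin incubation / Reagent: Alexa488-FN, 24 nM final / Read-out: inhibition of fibronectin deposition signal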
GSIS activator = GLuc luminescence reporter in INS-1E cells, primary screen for activators of glucose-dependent secretion of insulin. activation, % at 16.6 µM. 0.61% of 370,000 active. AID 743287. INS-1E GLuc reporter insulin secretion, 2-3 h;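 active means lowest replicate activation of at least 40%, so every replicate reaches that level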;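 further: 0% = median of neutral control wells and 100% = median of IBMX positive control wells; some compounds called inactive have numbers as strong as hits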
DENV2 CPE = DENV2-induced cell death inhibition | DENV2-infected cells, cytopathic effect rescue, plate reader | 1.7% of 350,000 active | CPE inhibition, % at 9.99 µM; in the data active means CPE inhibition above about 20%, passing the limit was not always enough; inconclusive means no clear call, values can overlap the other calls; tested in BHK-21 cells;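 further: 0% = median of neutral control wells and 100% = median of positive control wells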
miR122 inh = blocks miR-122 activity in Huh7 sensor cells; Huh7 miR-122 Renilla luciferase sensor, 48 h; neutral wells = 0, positive control = 100; AID 602342; 0.3% of 340,000 active; activation (reporter increase), % at 12.5 µM;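 active means mean replicate activation score at least 90 and every replicate individually at or above 90; inconclusive means only one of the two criteria met; inactive means neither criterion met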;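 further: higher luciferase means less miR-122 activity so hits act as miR-122 inhibitors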
EWS-Fli block = EWS/Fli transcriptional activity inhibition; AID 651661; inhibition, % at 12.6 µM; 0.67% of 350,000 active; A673 NR0B1-luciferase reporter, viability-normalised;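 active means mean inhibition of at least 50% after viability correction, with every replicate also passing that limit; inconclusive means mean reaches 50% but only one of two replicates passes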;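 further: firefly luciferase signal divided by Alamar Blue viability fluorescence both relative to DMSO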
Starred values were filed as active, the others as inactive; ? = inconclusive; nt = not tested or not shown; & = joins results of further samples; [ ] = another dose, or the depositor's remark.

SMILES | PAX8 reporter | CFTR F508del cor | FN deposition inh | GSIS activator | DENV2 CPE | miR122 inh | EWS-Fli block
Cc1noc(C)c1NC(=O)Nc1ccc2c(c1)C(=O)N([C@@H](C)CO)C[C@@H](C)[C@@H](CN(C)S(=O)(=O)c1c(C)noc1C)O2 | nt | -0.4 | -9 | 10 | -2 | -4[16.7 µM] | -5
Cc1noc(C)c1NC(=O)Nc1cccc2c1O[C@H](CN(C)C(=O)Nc1ccccc1)[C@@H](C)CN([C@H](C)CO)C2=O | 7&-4 | -2.0&0.7 | 16 | 13&4 | -12&-12 | 18 | -11&1
CN1C(=O)c2cc(NC(=O)C3CCCC3)ccc2OC[C@@H]2O[C@@H](CC(=O)NCC3CC3)CC[C@H]21 | 6 | -1.9 | -24 | 10 | -14 | 2[16.7 µM] | 6
COc1ccc(COC(=O)NC(C(=O)O)c2ccccc2)cc1 (centres undefined) | -1 | 1.8 | -3 | -2 | -6 | -2 | 2
O=C(COc1coc(CN2CCN(c3ccccc3)CC2)cc1=O)Nc1ccccc1 | -3 | 0.1 | 1 | 4 | -8 | nt | 2
COc1ccc(/C=N/NC(=O)c2nnn(-c3nonc3N)c2C)cc1OC | -6 | 0.6 | nt | 10 | -4 | 8 | -7
O=C(O)C1CCCCC1C(=O)N1CCN(S(=O)(=O)c2ccc(F)cc2)CC1 (centres undefined) | -10 | 2.2 | 16 | 3 | 71* | 1 | 10
CC1C(c2ccc3c(c2)OCO3)c2cc3c(cc2OC1N1CCOCC1)OCO3 (centres undefined) | 16 | -4.6 | -5 | nt | -1 | nt | -8
COCCCNC(=S)Nc1ccc(CC(=O)O)cc1 | -6 | nt | -8 | 6 | nt | nt | nt
Cc1ccc(NC(=O)COC(=O)CCC(=O)c2cccs2)cc1S(=O)(=O)N1CCOCC1 | -17 | nt | 3 | nt | nt | 35 | nt
NC(=O)CSc1cn(Cc2cccc(F)c2)c2ccccc12 | 3 | -0.3 | -2 | -2 | -3 | 1 | 4
CCn1cc(C(=O)NCc2cccnc2)c2cc(OC)c(OC)cc2c1=O | -41 | nt | 2 | nt | nt | -22 | nt
CCC1(CC)NC(=O)N(CC(=O)OCC(=O)NC(=O)c2ccccc2OC)C1=O | -13 | -0.6 | 1 | 12 | ? | nt | -1
COc1cc(-c2cc3nc(NCCc4ccncc4)ccn3n2)cc(OC)c1OC | -6 | -0.2 | -20 | -6 | -3 | nt | 2
COc1ccc(CC(=O)NC2CCCCCC2)c(OC)c1 | -15 | -0.2 | 6 | 11 | 64* | nt | 5
O=C(N/N=C\c1ccccn1)c1ccccc1O | -33 | -0.5 | 2 | 1 | -1 | nt | -5
NNC(=O)c1sccc1OCc1cccc(C(F)(F)F)c1 | -16 | -0.1 | -13 | -10 | -3 | 5 | -13
COc1cccc(C2c3c(-c4ccccc4O)n[nH]c3C(=O)N2Cc2ccco2)c1 (centres undefined) | 28 | -1.3 | -12 | -6 | -2 | -1 | 3
CCn1nnc(NC(=O)C(c2ccccc2)c2ccccc2)n1 | 0 | -4.9 | -3 | 13 | 1 | 4 | -6
CC(C)C(C)NC(=O)COc1ncnc2sccc12 (centres undefined) | -1 | 2.3 | 10 | 5 | 2 | 2 | -3
O=C(CCCCCNC(=O)N1CCn2c1nc1ccccc12)N[C@H](Cc1ccccc1)C(=O)O | nt | -1.5 | nt | nt | -13 | -5 | 9
Cc1noc(C)c1NC(=O)Nc1cccc2c1O[C@H](CN(C)Cc1ccc(Cl)c(Cl)c1)[C@H](C)CN([C@@H](C)CO)C2=O | 44 | -0.4 | -10 | -33 | 14 | -4[16.7 µM] | 6
CC(C)CSc1nc(N)nc2c1ncn2C1OC(CO)C(O)C1O (centres undefined) | -15 | 2.5 | -1 | 13 | 5 | -3 | -11
C[C@@H]1CN([C@@H](C)CO)C(=O)Cc2cc(NC(=O)CCCN(C)C)ccc2O[C@@H]1CN(C)S(=O)(=O)c1ccc(F)cc1 | -12 | -3.5 | -6 | 2 | 16 | 2[16.7 µM] | -2
Clc1ccc(N=c2ssnc2Cl)nc1 | -1 | 0.7 | -13 | -2 | 1 | 2 | 3

Looked up above:
Reading for `CN1C(=O)c2cc(NC(=O)C3CCCC3)ccc2OC[C@@H]2O[C@@H](CC(=O)NCC3CC3)CC[C@H]21` in DENV2 CPE: -14
Reading for `CCn1cc(C(=O)NCc2cccnc2)c2cc(OC)c(OC)cc2c1=O` in miR122 inh: -22

Further structures follow:
SMILES | PAX8 reporter | CFTR F508del cor | FN deposition inh | GSIS activator | DENV2 CPE | miR122 inh | EWS-Fli block
Nc1sc(-c2ccccc2)cc1C(=O)N/N=C/c1ccc(Cl)cc1 | -12 | -2.6 | 14 | 4 | 4 | 23 | -19
O=C(O)c1cc(N2C(=O)C3CCCCC3C2=O)ccc1NCc1cccnc1 (centres undefined) | -5 | -0.7 | -1 | -5 | 3 | -2 | 3
CCc1ccc(N2CC(C(=O)NNC(=O)c3ccc(F)cc3)CC2=O)cc1 (centres undefined) | -19 | -4.6 | nt | 4 | 3 | 4 | -7
C[C@@H]1CC2=C(C(=O)OC(C)(C)O2)[C@H](c2ccc(Cl)cc2)O1 | -2 | -0.4 | 8 | 52* | 7 | nt | 9
COc1ccc([Si](C)(C)[C@H]2[C@H](CCO)O[C@@]3(C(=O)N4c5c(cc(OC)cc53)C(C)=CC4(C)C)[C@@H]2C)cc1 | 102* | 6.2 | nt | nt | 9 | nt | 12
COC(=O)Cc1c(O)ccn(Cc2cccc3ccccc23)c1=O | -3 | nt | -6 | nt | nt | 4 | nt
O=C([C@H]1[C@H](CO)[C@H]2Cn3c(ccc(C4=CCCC4)c3=O)[C@H]2N1Cc1nccs1)N1CCCCC1 | nt | 4.1 | nt | 0 | -1 | -2[16.7 µM] | 1
COc1ccc(CC(=O)Nc2ccc(S(=O)(=O)NCC3CCCO3)cc2)cc1 (centres undefined) | nt | nt | -17 | -8 | nt | 1 | nt
O=C(NCc1ccco1)c1nc2nc(-c3cccs3)cc(C(F)(F)F)n2n1 | -87 | nt | 6 | 50 | nt | 2 | nt
C[C@H]1CN([C@@H](C)CO)C(=O)CCCn2cc(nn2)CO[C@@H]1CN(C)S(C)(=O)=O | 0&10&-12 | -2.1&1.7&2.9 | 8&1 | 4&-2 | -11&5 | -1 | 3&-4&0
C[C@H](CO)N1C[C@H](C)[C@@H](CN(C)S(=O)(=O)c2ccc(F)cc2)Oc2c(NC(=O)CCCCCC(=O)Nc3ccccc3N)cccc2C1=O | -15 | 1.4 | nt | 5 | -15 | nt | -5
O=C(NCCc1ccccc1)c1ccc([N+](=O)[O-])cc1 | -76 | nt | -5 | nt | nt | -4 | nt
CC(C)CN(Cc1cc(=O)oc2cc(-c3ccccc3)c(O)cc12)CC(C)C | -21 | -1.9 | -8 | -26 | 6 | 0 | 14
COc1ccccc1NS(=O)(=O)c1cccc(C(=O)N2CC(C)OC(C)C2)c1 (centres undefined) | 10 | -0.6 | nt | 14 | 8 | 1 | -1
Cc1ccc(Nc2nnc(-c3ccccc3N)o2)cc1C | -117 | 1.4 | -2 | nt | -4 | nt | -114
COc1ccc(S(=O)(=O)Nc2ccc(F)c(F)c2)cc1C(=O)N1CCOCC1 | 0 | -0.5 | 5 | 2 | 3 | 33 | -1
COc1ccc(C(=O)Nc2cccc3cccnc23)cc1OC | nt | 1.8 | 1 | 4 | 0 | -3 | -60
CC1CCCC(C)N1C(=O)CN1C(=O)NC2(CCCCCC2)C1=O (centres undefined) | 2 | 2.9 | 0 | -1 | 2 | -6 | -6
CCCCOC(=O)CCN1C(=O)/C(=C2\SC(=S)N(CCC(=O)OCCCC)C2=O)SC1=S | 48 | -0.1 | -1 | nt | 75* | -5 | 21
CCOc1ccccc1-c1cc(C(=O)N/N=C/c2ccc(O)c(OC)c2)c2ccccc2n1 | 4 | nt | 10 | 4 | nt | nt | nt
C[C@@H]1CCCCO[C@@H](CN(C)Cc2ccc(C(F)(F)F)cc2)[C@@H](C)CN([C@@H](C)CO)C(=O)c2cc(NC(=O)Cc3ccccc3)ccc2O1 | 52 | 0.7 | nt | -6 | 8 | -6[16.7 µM] | -9
CC(C)C#Cc1ccc2c(c1)O[C@@H](CN(C)Cc1cncnc1)[C@@H](C)CN([C@@H](C)CO)S2(=O)=O | nt | 2.8 | 0 | -5 | -3 | 0[16.7 µM] | 6
Cc1cccc(C)c1NC(=O)CN1C(=O)NC(C)(C2CC2)C1=O (centres undefined) | -7 | -1.5 | 13 | 15 | -2 | nt | 1
CCc1ccccc1OCC(=O)Nc1ccc(S(N)(=O)=O)cc1 | -3 | nt | 2 | nt | nt | -10 | nt
C=CCN1C(=O)[C@]2(OCCC=C[C@H]2C)c2cc(OC)ccc21 | -5 | -0.2 | 0 | 6 | 1 | nt | -4

Three structures already listed, ordered by number of heavy atoms, falling:
SMILES | PAX8 reporter | CFTR F508del cor | FN deposition inh | GSIS activator | DENV2 CPE | miR122 inh | EWS-Fli block
CC(C)C#Cc1ccc2c(c1)O[C@@H](CN(C)Cc1cncnc1)[C@@H](C)CN([C@@H](C)CO)S2(=O)=O | nt | 2.8 | 0 | -5 | -3 | 0[16.7 µM] | 6
Cc1cccc(C)c1NC(=O)CN1C(=O)NC(C)(C2CC2)C1=O (centres undefined) | -7 | -1.5 | 13 | 15 | -2 | nt | 1
NC(=O)CSc1cn(Cc2cccc(F)c2)c2ccccc12 | 3 | -0.3 | -2 | -2 | -3 | 1 | 4

Remaining list, next part:
SMILES | PAX8 reporter | CFTR F508del cor | FN deposition inh | GSIS activator | DENV2 CPE | miR122 inh | EWS-Fli block
COc1ccc(NC(=O)N(C)C[C@@H]2OCCCC[C@H](C)Oc3ccc(NS(C)(=O)=O)cc3C(=O)N([C@H](C)CO)C[C@H]2C)cc1 | -38 | 0.1 | nt | 5 | -1 | nt | 10
O=C(Nc1ncc2c(n1)-c1ccccc1OC2)c1ccc(F)cc1 | 0 | 0.2 | -16 | -7 | nt | 3 | -4
CCN(CC(=O)Nc1ccc2c(c1)OCCO2)C(=O)CCc1ccc(OC)cc1 | -6 | -3.0 | 12 | 6 | 6 | -4 | -14
Cc1cc2ccccn2c1C(=O)c1ccc(Cl)c([N+](=O)[O-])c1 | 22 | 1.8 | 10 | -5 | 8 | nt | -1
O=C1CCNc2ccc(-c3ccccc3)cc21 | -74 | nt | 2 | 5 | -3 | nt | -33
COc1cccc(-c2noc(-c3ccc4c(c3)OCO4)n2)c1 | -114 | 3.8 | -13 | 5 | 5 | nt | 43
Cn1nnnc1SCC(=O)c1cccs1 | nt | nt | 3 | 4 | nt | -2 | nt
C[C@@H]1CCCCO[C@@H](CN(C)C)[C@@H](C)CN([C@@H](C)CO)C(=O)c2cc(NC(=O)CCC(F)(F)F)ccc2O1 | -16 | -2.5 | nt | 20 | -3 | 7[16.7 µM] | -1
Cc1noc(C)c1COc1ccccc1C(=O)NNC(=O)c1ccc(F)cc1 | -1 | 3.8 | -2 | 15 | -5 | -14 | -4
C[C@H](CO)N1C[C@H](C)[C@H](CN(C)S(=O)(=O)c2cccc(C#N)c2)OCc2ccccc2-c2ccccc2C1=O | 19 | -1.0 | -16 | -2 | 2 | nt | -1

An excerpt from above, showing only EWS-Fli block.
compound | EWS-Fli block
COc1ccc(NC(=O)N(C)C[C@@H]2OCCCC[C@H](C)Oc3ccc(NS(C)(=O)=O)cc3C(=O)N([C@H](C)CO)C[C@H]2C)cc1 | 10
O=C(Nc1ncc2c(n1)-c1ccccc1OC2)c1ccc(F)cc1 | -4
CCN(CC(=O)Nc1ccc2c(c1)OCCO2)C(=O)CCc1ccc(OC)cc1 | -14
